Compound activity as filed in PubChem.
EPAC1 antag: qHTS for Antagonist of cAMP-regulated guanine nucleotide exchange factor 3 (EPAC1): primary screen. Rap guanine nucleotide exchange factor 3 (Homo sapiens), O95398. EPAC1 GEF assay, Rap1b-BODIPY-GDP exchange fluorescence. Potency, µM (doses to about 115 µM), without a hit: at the highest dose activity change, negative = inhibition, actives largely listed as inhibitors. 0.14% of 360,000 active. AID 720709, 2013;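 further: plate controls were vehicle for no effect and positive control for full effect; nearly all actives have a fitted effect of over 50% in size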
TDP-43 yeast inh: qHTS of TDP-43 Inhibitors; TDP-43 expressing yeast growth rescue, BacTiter-Glo, 24 h; Potency, µM (doses to about 46.1 µM), inactives show at the top dose growth rescue (activation), most hits filed as activators; 1.8% of 410,000 active; AID 652104, 2013; further: % of control where 0% means no effect; nearly all actives have a fitted effect of over 50% in size
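Cell-based yeast growth screen: TDP-43 expression induced in galactose, inoculum OD600=0.02 after raffinose pregrowth to mid-log. Read-out BacTiter-Glo luminescence at 24 hr, 30 deg C; inhibition of toxicity seen as signal increase.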
PTHR1 ag: qHTS for PTHR1 Agonists: Primary Screen | AID 743266, 2014 | 0.075% of 410,000 active | Parathyroid hormone/parathyroid hormone-related peptide receptor (Homo sapiens), Q03431 | HEK293 GP2 PTHR1 cells, GloSensor cAMP luminescence, 1 h | Potency, µM (titrated, usually from 115 µM), without a hit: top-dose activation, hits mostly activators; further: nearly all actives have a fitted effect of over 55% in size; some results filed as inactive show a strong effect at the top dose; inactives centre near -15; many of its hits are not listed in these tables
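HEK-293-derived GP2 cells expressing PTHR1 and a GloSensor cAMP reporter, 3,000/well, plated overnight, given luciferin plus IBMX (each 0.5 mM as added) for 1 h at 37 °C, then compound for 1 h at 37 °C. Luminescence was read after 15 min at room temperature.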
EPAC2 agonist: qHTS for Agonist of cAMP-regulated guanine nucleotide exchange factor 4 (EPAC2): primary screen. Potency, µM (doses to about 154 µM), inactives show at the highest dose activation, usual class: activators. EPAC2 activation, biochemical qHTS; response scale: 100% = 6.5 mM cAMP response. Rap guanine nucleotide exchange factor 4 (Homo sapiens), Q8WZA2. 0.079% of 360,000 active; further: nearly all actives have a fitted effect of over 50% in size
Target sequence (Q8WZA2 whole entry, looked up): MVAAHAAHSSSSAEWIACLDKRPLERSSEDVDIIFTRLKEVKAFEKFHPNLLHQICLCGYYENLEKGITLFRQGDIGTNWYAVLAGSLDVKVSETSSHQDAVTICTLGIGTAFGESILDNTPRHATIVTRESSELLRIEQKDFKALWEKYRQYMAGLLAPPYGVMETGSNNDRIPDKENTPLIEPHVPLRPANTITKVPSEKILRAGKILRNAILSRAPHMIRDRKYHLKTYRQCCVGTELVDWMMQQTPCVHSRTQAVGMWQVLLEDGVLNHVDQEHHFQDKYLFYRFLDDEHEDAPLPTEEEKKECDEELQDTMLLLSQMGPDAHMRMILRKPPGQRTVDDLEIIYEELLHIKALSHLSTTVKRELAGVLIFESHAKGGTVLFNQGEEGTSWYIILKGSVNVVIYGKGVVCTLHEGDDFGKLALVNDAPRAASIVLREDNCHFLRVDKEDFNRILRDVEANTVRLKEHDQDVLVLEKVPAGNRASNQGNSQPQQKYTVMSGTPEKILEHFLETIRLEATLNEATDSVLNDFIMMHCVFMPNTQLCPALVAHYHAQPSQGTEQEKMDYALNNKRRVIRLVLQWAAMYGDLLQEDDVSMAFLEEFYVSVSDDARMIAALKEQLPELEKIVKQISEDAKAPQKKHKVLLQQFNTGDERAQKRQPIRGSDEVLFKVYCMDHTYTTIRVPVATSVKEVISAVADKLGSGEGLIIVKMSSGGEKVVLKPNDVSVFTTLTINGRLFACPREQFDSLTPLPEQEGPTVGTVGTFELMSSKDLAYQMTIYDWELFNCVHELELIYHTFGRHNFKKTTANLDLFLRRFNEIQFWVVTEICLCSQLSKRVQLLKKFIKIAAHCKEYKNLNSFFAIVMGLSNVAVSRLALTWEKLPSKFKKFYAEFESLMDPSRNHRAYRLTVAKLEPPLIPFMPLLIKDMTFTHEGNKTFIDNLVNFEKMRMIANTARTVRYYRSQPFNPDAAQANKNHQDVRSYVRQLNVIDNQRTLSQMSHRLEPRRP
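qHTS, titration series. 100 nM EPAC2 / 250 nM Rap1B-BODIPY-GDP / 50 uM GDP; RT; ex 480/em 540 nm, 5-min reads to 30 min. Norm. to 6.5 mM cAMP = activation.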
EPAC2 antagonist: qHTS for Antagonist of cAMP-regulated guanine nucleotide exchange factor 2 (EPAC2): primary screen; 0.18% of 360,000 active; Potency, µM (series often up to 114 µM), without a hit: at the top dose activity, negative = inhibition, usual class: inhibitors; EPAC2 GEF exchange of Rap1B-BODIPY-GDP, fluorescence; Rap guanine nucleotide exchange factor 4 (Homo sapiens), Q8WZA2; AID 720708, 2013; further: on the % scale 0 is the no-effect control and ±100 the full control effect; nearly all actives have a fitted effect of over 45% in size; many of its hits are not listed in these tables
aSyn yeast inh: qHTS of alpha-syn Inhibitors. 0.14% of 370,000 active. Potency, µM (titrated, usually from 46.1 µM), for the others: top-dose growth rescue (activation), hits mostly activators. Yeast expressing alpha-synuclein, growth rescue, BacTiter-Glo, 24 h; further: % of control where 0% means no effect; nearly all actives have a fitted effect of over 65% in size
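Galactose-induced alpha-syn yeast (OD600=0.02, raffinose-pregrown) + pinned cpd, 24 hr, 30 deg C; growth by BacTiter-Glo luminescence. Growth restoration scores as activation.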
EPAC1 agonist: qHTS for Agonist of cAMP-regulated guanine nucleotide exchange factor 3 (EPAC1): primary screen. EPAC1 agonist qHTS, biochemical assay; response scale: 100% = response to 6.5 mM cAMP. Potency, µM (series often up to 154 µM), inactives show at the highest dose activation, usual class: activators. 0.073% of 360,000 active; further: nearly all actives have a fitted effect of over 60% in size
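EPAC1 100 nM, Rap1B–BODIPY-GDP 250 nM, unlabeled GDP 50 uM; compound titration; 5 min RT; kinetic read ex480/em540 at 5-min intervals ×30 min; data normalized to 6.5 mM cAMP agonist control.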
FUS suppressor: qHTS for Suppressors of FUS Proteinopathy: Primary screen using FUS-linked yeast assay | S. cerevisiae FUS-expressing, growth rescue, OD600, 24 h | Potency, µM (titrated, usually from 76.6 µM), for the others: at the highest dose growth rescue (activation), hits mostly activators | 0.24% of 390,000 active | AID 1347120, 2019;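 further: plate controls were DMSO vehicle for no effect and reference control for full effect; nearly all actives have a fitted effect of over 55% in size; some results filed as inactive show a strong effect at the top dose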
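Compound concentration series was pinned onto galactose-induced FUS-expressing yeast seeded at OD 0.005. Plates sat 24hr at 30C; absorbance at 600 nm gave growth. DMSO served as background control.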
* = called active by the depositor; i = inactive; ? = inconclusive; · = not tested or not shown; & = joins results of further samples; [ ] = another dose, or the depositor's remark. The call rests on the fitted dose curve; in most records, active means well fitted curve in the direction sought with a large enough effect; inconclusive means small, poorly fitted or top-dose-only effect, or another doubt; inactive means no such curve, though single readings can be large; an effect the other way counts as inactive or inconclusive. Potency means the concentration at half of the fitted maximal effect.

No.	structure	PTHR1 ag	EPAC2 antagonist	EPAC2 agonist	FUS suppressor	TDP-43 yeast inh	aSyn yeast inh	EPAC1 antag	EPAC1 agonist
1	CCOc1ccc(-n2c(=O)c3c4c(sc3n(CC(=O)NCC3CCCO3)c2=O)CCCC4)cc1 (centres undefined)	-10%	1%	0%	4%	11%	2%	-13%	4%
2	CC(NC(=O)c1ccc2ccccc2n1)c1ccccc1 (centres undefined)	-10%	-20%	5%	-4%	0%	1%	-14%	0%
3	COc1cc(C(=O)Nc2nccs2)cc(OC)c1OC	i	-2%	2%	16%	-12%	-3%	13%	-3%
4	O=c1c(Cl)c(NC2CC2)cnn1-c1ccccc1	i	-3%	7%	8%	?	-1%	4%	0%
5	Cc1ccc(CNC(=O)COC(=O)CSc2ccc(Br)cc2C)cc1	6%	9%	20%	·	-23%	-33%[inhibitor]	11%	0%
6	Cc1ccc(-c2nc3sc(C(N)=O)c(N)c3c3c2CCCC3)cc1	-1%	-13%	-3%	·	12%	5%	8%	1%
7	CCCCCSc1nnc(-c2cc(Br)ccc2N)c(=O)[nH]1	-31%[inhibitor][57.5 µM]	-13%	-1%	56%	7%	-4%	-22%	11%
8	O=C(CN1CCc2ccccc2C1)Nc1cccc(S(=O)(=O)N2CCCC2)c1	-33%[inhibitor]	1%	2%	13%	-8%	0%	5%	1%
9	COCc1nnc(NC(=O)CCc2ccccc2)s1	i	4%	-10%	1%	?	3%	9%	2%
10	CCCc1nc2ccccc2c(C(=O)OC(C)C(=O)NCc2ccc3c(c2)OCO3)c1CC (centres undefined)	-64%[inhibitor]	-5%	20%	54%	7%	3%	-9%	15%
11	COc1ccc(-c2nc3ccccc3c(=O)n2CCOc2c(C)cccc2C)cc1	-3%	-4%	8%	0%	8%	11%	6%	14%
12	O=C(Nc1ccc(S(=O)(=O)Nc2cnc3ccccc3n2)cc1)c1ccc(Br)o1	-20%[57.5 µM]	0%	8%	16%	-13%	-1%	1%	7%
13	COc1ccc(-c2nsc3c(N4CCN(C(=O)c5ccco5)CC4)ncnc23)cc1	-36%[inhibitor]	4%	0%	-5%	?	6%	9%	-3%
14	COc1ccc(CNc2ccc([N+](=O)[O-])cc2C)cc1	-12%	-3%	7%	2%	12%	-7%	2%	6%
15	c1ccc2nc3c(nc2c1)CCc1nonc1-3	i	7%	4%	18%	-6%	12%	-9%	-2%
16	NS(=O)(=O)c1ccc(NC(=O)C(Sc2ccccc2)c2ccccc2)cc1 (centres undefined)	-33%[inhibitor]	-26%	4%	26%	0%	9%	-7%	9%
17	Cc1ccc(-n2c(Cc3cccn3C)nnc2SCC(=O)NCc2ccco2)cc1	?	-6%	13%	?	-10%	3%	-5%	4%
18	CC(OC(=O)CN1C(=O)C2CC=CCC2C1=O)C(=O)Nc1ccc(F)cc1Cl (centres undefined)	-3%	10%	4%	1%	15%	2%	1%	-10%
19	COc1ccc(NS(=O)(=O)c2ccc(O)c(C(=O)OCC(=O)NC3CCCCC3)c2)cc1	-26%	-21%	-1%	27%	9%[9.22 µM]	4%	-8%	6%
20	C/C(=N\O)c1ccc2c3ccccc3n(C)c2c1	-16%	0%	24%	4%	9%	-1%	-14%	11%

Going on with the list:
No.	structure	PTHR1 ag	EPAC2 antagonist	EPAC2 agonist	FUS suppressor	TDP-43 yeast inh	aSyn yeast inh	EPAC1 antag	EPAC1 agonist
21	COC(=O)c1cc(OC)c(OC)cc1NC(=O)c1ccco1	-12%[57.5 µM]	6%	0%	14%	14%	2%	4%	1%
22	COC(=O)c1sccc1NC(=O)CN(C)NS(=O)(=O)c1ccc([N+](=O)[O-])cc1	-3%[57.5 µM]	2%	-6%	6%	24%	0%	-3%	1%
23	O=C(COc1ccc2ccccc2c1)N1CCN(c2ccccc2O)CC1	-19%[57.5 µM]	-4%	15%	34%	?	?	-2%	4%
24	COc1cc(/C=C2\SC(=S)N(N(C)c3ccccc3)C2=O)ccc1O	i	5%	10%	-5%	9%	0%	-21%	19%
25	CN(C)c1ccc(CN(C(=O)/C=C/c2ccccc2Cl)C2CCS(=O)(=O)C2)cc1 (centres undefined)	i	-10%	2%	24%	6%	4%	-8%	13%
26	Cc1ccc(-c2n[nH]c(=S)n2/N=C/c2cccn2C)cc1	-8%	-4%	3%	·	15%	7%	-13%	2%
27	CC(C)(C)OC(=O)N[C@H]1C=C[C@H](OC(=O)CC(=O)OCC(F)(F)F)C1	i	-7%	2%	7%	-1%	-2%	-12%	-10%
28	COc1cc(C2N(c3cc(C)on3)C(=O)C3CCCN32)cc(OC)c1OC (centres undefined)	i	-4%	3%	7%	?	4%	3%	2%
29	O=C(NNC(=O)c1ccccc1F)c1ccc2[nH]c(=O)c(=O)[nH]c2c1	-18%	2%	5%	-6%	9%	-6%	8%	-5%
30	N#CCC(=O)Nc1ccc(C(F)(F)F)cc1N1CCOCC1	5%	1%	0%	2%	2%	5%	12%	9%
31	COc1ccc(/C=N/Nc2nc(-c3ccc(C)cc3)c(C#N)c(=O)[nH]2)cc1	-20%	12%	-6%	-5%	8%	-1%	1%	-2%
32	CS(=O)(=O)c1ccc(Cl)c(NC(=O)COC(=O)CNC(=O)c2ccccc2)c1	-20%	9%	1%	-3%	15%[9.22 µM]	1%	-11%	4%
33	NS(=O)(=O)c1ccc(CNC(=O)c2cc(-c3cccnc3)nc3ccc(Cl)cc23)cc1	i	14%	3%	26%	4%	-1%	-3%	-4%
34	Cc1cc(=O)oc2cc(OCC(=O)N3c4ccccc4CC3C)ccc12 (centres undefined)	i	-3%	12%	-2%	4%	-6%	1%	2%
35	C=C[C@@H]1c2ccccc2N(S(=O)(=O)c2ccc(C)cc2)[C@H](c2ccccc2C(F)(F)F)C1(C#N)C#N	i	2%	5%	27%	4%	1%	-22%	12%
36	COc1ccc(CCNC(=O)c2cc(=O)c3ccc(C)cc3o2)cc1OC	-10%	3%	0%	11%&10%	11%&5%	-7%	-19%	7%
37	C[C@H](CO)N1C[C@H](C)[C@@H](CN(C)CC2CCCCC2)Oc2ccc(NS(C)(=O)=O)cc2C1=O	-9%	-2%	2%	-10%	-1%	-6%	1%	-18%
38	Cc1nnc(NC(=O)CSc2nccn2Cc2ccccc2)s1	i	-2%	5%	-13%	0%&8%	-1%&-8%	-2%	2%
39	COc1ccc(C(=O)NCCNc2ccc([N+](=O)[O-])cn2)cc1	i	8%	9%	-19%	-4%	4%	16%	-5%
40	Cc1ccccc1NC(=O)CCC(=O)OCC(=O)c1cccc([N+](=O)[O-])c1	i	7%	2%	7%	-1%	4%	3%	2%

(list continues)
No.	structure	PTHR1 ag	EPAC2 antagonist	EPAC2 agonist	FUS suppressor	TDP-43 yeast inh	aSyn yeast inh	EPAC1 antag	EPAC1 agonist
41	COc1ccccc1CNS(=O)(=O)c1cc(-c2cc(C)no2)ccc1C(C)C	-19%	-20%	15%	10%	-26%	5%	-13%	-5%
42	CCOC(=O)/C(C#N)=C/c1ccc(N2CCCCC2)cc1	-33%[inhibitor]	55%[activator]	79µM*	4%	10%	-1%	23%	?
43	Cc1cccnc1NC(=O)C1CCN(S(=O)(=O)c2c(C)noc2/C=C/c2ccco2)CC1	i	4%	7%	·	1%	2%	-2%	3%
44	C=CCN(c1ccccc1)S(=O)(=O)c1cccc(C(=O)NC2CCC(O)CC2)c1 (centres undefined)	i	11%	0%	14%	1%	-1%	3%	2%
45	COc1ccc(S(=O)(=O)N2CC(O)C[C@H]2C(=O)OCC(=O)N2CCCCCC2)cc1 (some centres undefined)	-41%[inhibitor]	-5%	1%	15%	-10%[0.397 µM]	2%	-17%	-1%
46	COc1ccc(CN(C)c2ncnc(N)n2)cc1	-1%[57.5 µM]	0%[57.1 µM]	-19%	1%	-4%	3%	-15%	0%
47	O=S(=O)(N1CCCCCC1)N1CCN(S(=O)(=O)N2CCOCC2)CC1	i	-10%	-28%	-2%	2%	-1%	-2%	6%
48	CC(C)(C)S(=O)(=O)c1ccsc1C(=O)O	i	4%	-4%	·	0%	3%	3%	-1%
49	CC1CCc2c(sc3nc(CN4CCN(S(=O)(=O)c5ccccc5[N+](=O)[O-])CC4)[nH]c(=O)c23)C1 (centres undefined)	-15%	-5%	-5%	23%	-4%	2%	0%	15%
50	O=C(CN1CCN(c2ccccn2)CC1)Nc1ccc(Cl)c(C(F)(F)F)c1	-19%	-2%	2%	-11%	7%	0%	-12%	1%
51	O=C(c1ccccc1NS(=O)(=O)c1cccc([N+](=O)[O-])c1)N1CCOCC1	i	1%	8%	-13%	-16%	0%	-5%	3%
52	O=S(=O)(NC1CCN(Cc2ccccc2)CC1)c1ccc(Cl)cc1	-15%	5%	-3%	7%	16%	0%	17%	-4%
53	CC1C=CCC2C(=O)N(c3ccccc3OC(=O)c3ccco3)C(=O)C12 (centres undefined)	i	18%	10%	-34%	1%	6%	-8%	-1%

Four entries from above in a different format:
#44 C=CCN(c1ccccc1)S(=O)(=O)c1cccc(C(=O)NC2CCC(O)CC2)c1 (centres undefined)
  PTHR1 ag: i
  EPAC2 antagonist: 11%
  EPAC2 agonist: 0%
  FUS suppressor: 14%
  TDP-43 yeast inh: 1%
  aSyn yeast inh: -1%
  EPAC1 antag: 3%
  EPAC1 agonist: 2%
#53 CC1C=CCC2C(=O)N(c3ccccc3OC(=O)c3ccco3)C(=O)C12 (centres undefined)
  PTHR1 ag: i
  EPAC2 antagonist: 18%
  EPAC2 agonist: 10%
  FUS suppressor: -34%
  TDP-43 yeast inh: 1%
  aSyn yeast inh: 6%
  EPAC1 antag: -8%
  EPAC1 agonist: -1%
#46 COc1ccc(CN(C)c2ncnc(N)n2)cc1
  PTHR1 ag: -1%[57.5 µM]
  EPAC2 antagonist: 0%[57.1 µM]
  EPAC2 agonist: -19%
  FUS suppressor: 1%
  TDP-43 yeast inh: -4%
  aSyn yeast inh: 3%
  EPAC1 antag: -15%
  EPAC1 agonist: 0%
#40 Cc1ccccc1NC(=O)CCC(=O)OCC(=O)c1cccc([N+](=O)[O-])c1
  PTHR1 ag: i
  EPAC2 antagonist: 7%
  EPAC2 agonist: 2%
  FUS suppressor: 7%
  TDP-43 yeast inh: -1%
  aSyn yeast inh: 4%
  EPAC1 antag: 3%
  EPAC1 agonist: 2%

Some of the compounds tested (hit frequency here may not be typical).
